SR-BI DiI inh: mouse SR-BI HDL lipid transfer inhibition; Q61009; 0.96% of 320,000 active; inhibition, % at 12.5 µM; ldlA[mSR-BI] CHO cells, DiI-HDL uptake fluorescence, 3 h; AID 488896;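 active = mean replicate inhibition of at least 70% and a set share of replicates each scoring 70 or more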;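 note: 0% = median of neutral control wells and 100% = median of positive control wells; values of inactives mirror those of a sister screen read the other way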
Target sequence (Q61009 whole entry, looked up): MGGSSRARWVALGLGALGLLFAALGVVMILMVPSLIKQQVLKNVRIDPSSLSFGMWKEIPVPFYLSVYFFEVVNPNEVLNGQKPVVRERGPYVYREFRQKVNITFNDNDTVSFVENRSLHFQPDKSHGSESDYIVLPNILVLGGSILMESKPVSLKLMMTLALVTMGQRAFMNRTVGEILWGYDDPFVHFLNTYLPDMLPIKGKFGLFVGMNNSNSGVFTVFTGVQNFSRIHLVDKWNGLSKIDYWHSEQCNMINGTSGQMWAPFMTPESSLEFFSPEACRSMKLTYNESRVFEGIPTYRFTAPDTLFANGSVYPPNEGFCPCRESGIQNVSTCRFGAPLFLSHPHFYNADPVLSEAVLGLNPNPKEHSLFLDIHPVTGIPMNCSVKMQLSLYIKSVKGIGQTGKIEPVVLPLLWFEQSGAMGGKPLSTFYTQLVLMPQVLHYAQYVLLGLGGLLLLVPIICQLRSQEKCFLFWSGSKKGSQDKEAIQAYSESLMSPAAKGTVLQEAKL
Ecoli viability: bacterial growth inhibition, counter-screen for AddAB inhibitors; E. coli V3065 growth, OD600 absorbance, 18 h; AID 449728; 0.27% of 330,000 active; inhibition, % at 11.9 µM;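 active = inhibition above the campaign's mean inhibition across all tested compounds plus 3 SD, cut at about 9.9% in these data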;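 note: uninfected addAB+ strain grown without phage in ampicillin broth; 0% = DMSO wells and 100% = ciprofloxacin 0.95 µg/ml wells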
Tat export inh: blocks Tat-dependent protein export in E. coli. E. coli MC4100 TorA-mCherry Tat export, fluorescence. inhibition, % at 10 µM. 0.036% of 340,000 active. AID 488895;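 active = mean replicate inhibition at least 50% and at least half of replicates individually reaching 50%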;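 note: exported cargo escapes ClpAP degradation while cytoplasmic cargo is degraded and loses fluorescence; 0% = median of neutral control wells and 100% = median of NaSCN control wells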
CAL PDZ FP-1: blocks peptide binding to human CAL PDZ domain | purified CAL PDZ, TMR-peptide fluorescence polarization, 1 h | inhibition, % at 20 µM | 0.02% of 330,000 active | AID 504414;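 active = highest replicate inhibition of at least 40%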;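 note: plate controls were DMSO neutral control wells for no effect and unlabeled competitor peptide control wells for full effect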
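Test system: purified CerCALP PDZ construct; Compound dosing: one concentration, 20 µM compound; Also added: TMR-labelled reporter peptide T*-PRC34 bound in PDZ groove; Read-out: inhibition from polarization loss; Controls: unlabelled peptide and DMSO controls; Signal: FP readout, S and P plane fluorescence; Incubation: 1 h at RT.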
SR-BI uptake up: activators of SR-BI mediated HDL lipid uptake; activation, % at 12.5 µM; CHO ldlA[mSR-BI] cells, DiI-HDL uptake fluorescence, 3 h; 100 = double the neutral-control signal; 0.096% of 320,000 active;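 active = mean replicate activation of at least 60% and every replicate at or above 60%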;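 note: 0% = median plate neutral-control signal and 100% = twice that signal; values of inactives mirror those of a sister screen read the other way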
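Material: SR-BI-overexpressing, LDLR-lacking CHO cells; schedule: compound exposure 3 h, 37 °C; reagent: DiI-labelled HDL at 10 µg/mL final; technique: bottom-read fluorescence, 550/595 nm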
phage Ecoli inh: E. coli growth loss with phage present; growth absorbance; inhibition, % at 11.9 µM; 0.26% of 360,000 active; AID 651602; in the data active = inhibition above about 11%
CAL PDZ FP-2: inhibitors of human CAL PDZ peptide binding; Q9HD26; purified CAL PDZ, TMR-peptide fluorescence polarization, 1 h; inhibition, % at 24.9 µM; 0.92% of 300,000 active; AID 602252;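 active = mean inhibition of at least 30% with at least half of replicates also reaching 30%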;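 note: 0% = DMSO neutral control and 100% = excess unlabeled competitor peptide PRC23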
Wnt act: activates Wnt/beta-catenin signaling in a reporter cell assay; activator, plate reader; activation, % at 9.35 µM; 1.2% of 300,000 active; AID 743398; in the data active = activation above about 30%, passing the limit was not always enough;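 note: 0% = neutral control wells and 100% = positive control wells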
MITF act: activators of MITF-driven TRPM1 promoter activity in SK-MEL-5 cells; SK-MEL-5 TRPM1-promoter luciferase, 24 h; % of positive control, neutral wells = 0; activation, % at 12.5 µM; 0.75% of 300,000 active; AID 588334;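 active = mean activation of at least 80% with every replicate also reaching 80%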;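 note: 0% = neutral control wells and 100% = parthenolide positive control wells; values of inactives mirror those of a sister screen read the other way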
AddAB inh: less growth of phage-infected E. coli with AddAB. E. coli expressing H. pylori AddAB, absorbance growth. inhibition, % at 11.9 µM. 0.29% of 330,000 active; in the data active = inhibition above about 12%;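 note: 0% = vehicle wells of infected cells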
The depositor's hits bear a star; · = not tested or not shown. Rows were taken by chance; any-hit rate near 3.6%.

SMILES | SR-BI DiI inh | Ecoli viability | Tat export inh | CAL PDZ FP-1 | SR-BI uptake up | phage Ecoli inh | CAL PDZ FP-2 | Wnt act | MITF act | AddAB inh
C=CCN(C(=O)CCC(=O)Nc1cc(C)on1)C(C(=O)NC(C)(C)CC)c1cccc(OC)c1OC (centres undefined) | 7 | -2.6 | -3 | -2.2 | -7 | -2.2 | -6 | -1 | 0 | 2.9
CC1(c2ccccc2)CC2CC(c3ccccc3)N1O2 (centres undefined) | 4 | -1.8 | -3 | · | -4 | 3.8 | -2 | -2 | 5 | 0.5
CC(=O)c1cccc(NC(=O)CN2CCN(Cc3ccccc3)CC2)c1 | 0 | · | -8 | -0.6 | 0 | -0.6 | 4 | 0 | 1 | ·
O=C(NC1CCSc2ccccc21)c1ccc([N+](=O)[O-])cc1 (centres undefined) | -2 | -2.2 | 0 | -2.5 | 2 | 1.2 | -3 | 1 | 4 | 0.7
CCN(CC)S(=O)(=O)c1ccc2c(c1)nc(SCC(=O)NCC1CCCO1)n2CC (centres undefined) | 18 | -2.0 | 2 | -2.8 | -18 | 2.0 | 2 | 0 | 10 | -0.1
COc1ccc(OCC(=O)N/N=C/C=C/c2ccccc2)cc1 | -16 | -2.3 | -4 | -1.9 | 16 | 1.4 | -1 | 9 | 10 | -1.9
CCOC(=O)c1c(C)[nH]c(C)c1C(=O)COC(=O)/C=C/c1ccc(Cl)cc1 | -37 | -0.6 | 6 | -0.2 | 37 | 2.7 | -1 | -3 | -3 | 0.7
CCOC(=O)c1[nH]c2ccc(OCC)cc2c1NC(=O)CN1CCC2(CC1)OCCO2 | -25 | 1.5 | -6 | 0.0 | 25 | 2.6 | 1 | · | 1 | 2.9
Cc1ccc(C)c(S(=O)(=O)N2CCN(C(=O)CCNC(=O)c3ccc(Br)cc3)CC2)c1 | 39 | 0.2 | 5 | -3.2 | -39 | 3.0 | -1 | 0 | -3 | -0.8
CCCNC(=O)NC(=O)CN1CCCC1c1ccc2c(c1)OCCO2 (centres undefined) | -9 | 2.3 | 1 | -1.9 | 9 | -0.1 | 2 | -1 | 19 | 0.6
C=CCOc1c2ccc(C(=O)NCc3ccc(C)cc3)cc2nn1C | -9 | -1.3 | -4 | 0.6 | 9 | -0.3 | -3 | -2 | -5 | -1.8
O=C(CN1CCCCC1)c1c[nH]c2ccccc12 | -5 | 3.0 | -3 | · | 5 | 4.9 | -4 | -2 | -11 | 4.5
CCOc1ccc(/C=C/C2=CC(C)(C)NC(=S)N2)cc1 | 69 | 1.3 | -1 | -2.8 | -69 | 1.9 | -3 | -4 | -10 | 2.1
COc1c(/C=C2\SC(=Nc3ccccc3Cl)NC2=O)cccc1[N+](=O)[O-] | 13 | -1.9 | -6 | -1.3 | -13 | -0.9 | 0 | 0 | -2 | 2.0
O=C(CSc1cccc[n+]1[O-])Nc1cc(S(=O)(=O)N2CCOCC2)ccc1N1CCOCC1 | -27 | -1.4 | -3 | -0.3 | 27 | 3.2 | 6 | 0 | 2 | -2.7
CC(=O)OC1COC(N2CCc3cc(Br)c([N+](=O)[O-])cc32)C(OC(C)=O)C1OC(C)=O (centres undefined) | · | -0.6 | 11 | -1.9 | · | 2.5 | -4 | -2 | 0 | -0.7
O=c1cc(C(F)(F)F)[nH]c2c(C(F)(F)F)cccc12 | 3 | 5.9 | -9 | 0.5 | -3 | · | -6 | · | -7 | 7.0
O=C(NCCCc1ccccc1)C(=O)NCC1OCCN1S(=O)(=O)c1ccccc1 (centres undefined) | -5 | -1.2 | -7 | -1.9 | 5 | 0.4 | -1 | 0 | 4 | 0.9
CC(C)C(=O)N1CCN(c2nc(-c3ccccc3)c3c(c2C#N)CC(C)(C)OC3)CC1 | 41 | 2.4 | 11 | -1.1 | -41 | 3.3 | -2 | · | 15 | -0.4
COc1cccc(NC(=S)NC2CC3CCCC(C2)N3CC(C)C)c1 (centres undefined) | 3 | 1.1 | -3 | 0.0 | -3 | 3.7 | · | -3 | 14 | 1.2
COCC(=O)N1CCC(n2nnc3cc(C(F)(F)F)ccc32)CC1 | -4 | -1.8 | 1 | -1.6 | 4 | 5.4 | -1 | -5 | -7 | 2.4
CC(=O)N1CCC(=NNc2nc3ccccc3[nH]2)CC1 | -17 | 0.2 | -8 | -0.8 | 17 | 1.9 | 5 | -2 | 18 | -1.3
COC(=O)c1ccc(NC(=O)CSC2=Nc3ccccc3C3CC=NN23)cc1 (centres undefined) | 2 | -0.6 | -3 | -1.6 | -2 | · | 3 | · | · | 1.0
CCN(CC)c1ccc(Nc2nc(-c3cccnc3)cs2)cc1 | 0 | -1.9 | 4 | 0.6 | 0 | -3.6 | -1 | 29 | 112* | -1.0
COC(=O)Cc1c(C)c2ccc(OCC(=O)c3ccc(OC)c(OC)c3)cc2oc1=O | · | 0.5 | · | · | · | 1.0 | · | 0 | · | -0.6
The list continues.
SMILES | SR-BI DiI inh | Ecoli viability | Tat export inh | CAL PDZ FP-1 | SR-BI uptake up | phage Ecoli inh | CAL PDZ FP-2 | Wnt act | MITF act | AddAB inh
CN(C)C(=O)CN1CCN(Cc2cn(C)nc2-c2ccc3c(c2)OCCO3)CC1 | -13 | 2.0 | -2 | 0.6 | 13 | 5.0 | · | 0 | 9 | 1.4
COC(=O)c1ccccc1NC(=O)CCS(=O)(=O)c1ccc(Br)cc1 | 0 | · | 9 | -1.9 | 0 | 3.3 | -1 | 2 | -4 | ·
O=C(CSCc1ccc([N+](=O)[O-])cc1)NC1CCCCCC1 | -10 | -0.9 | 2 | -0.6 | 10 | 2.2 | -3 | -2 | 8 | 1.5
CC1CCC(C(C)C)C(OC(=O)Cn2nnc3c(cnn3-c3ccccc3)c2=O)C1 (centres undefined) | 43 | -0.5 | -5 | -1.0 | -43 | 0.3 | -1 | -3 | -2 | -1.1
COc1ccccc1OCc1ccc(C(=O)N2CCN(C(=O)c3ccco3)CC2)cc1 | 17 | 0.0 | -8 | -0.5 | -17 | 0.8 | -2 | · | 4 | -0.3
CC(C)C(=O)Nc1nnc(CCN2CCCCC2)s1 | -15 | -0.2 | 2 | -2.6 | 15 | 3.6 | -2 | · | · | 1.4
Cc1cc(C)c(NC(=O)C(=O)NCc2ccco2)c(C)c1 | -4 | -1.5 | -3 | -1.0 | 4 | · | -12 | · | 4 | 1.1
CCc1ccc(/C=N/NC(=O)c2cc(-c3ccncc3)nc3ccccc23)s1 | 10 | -1.2 | -17 | -3.4 | -10 | 1.2 | 2 | -10 | -24 | 2.0
COC(=O)CNC(=O)Cn1cnc2sc(C)c(S(=O)(=O)N3CCC(C)CC3)c2c1=O | -22 | 0.6 | 1 | -4.5 | 22 | 0.6 | -1 | -3 | · | 2.7
COc1ccc(C(=O)N/C(=C\c2cn(C)c3ccccc23)C(=O)N2CCOCC2)cc1OC | -8 | 0.1 | -4 | -0.8 | 8 | 1.9 | · | 1 | -6 | -1.7
Cc1c(C(=O)OCCOc2ccc(Br)cc2)sc(=S)n1C | 2 | 0.2 | -5 | -2.1 | -2 | 2.6 | -2 | -1 | 6 | 0.5
CC(=O)Nc1ccc(-c2nnc(SCC(=O)n3c4c(c5ccccc53)CCCC4)n2C)cc1 | 17 | · | -9 | 1.1 | -17 | 1.6 | · | -3 | -3 | ·
CCN(CC(=O)Nc1c(F)cccc1F)C(=O)C1CC(=O)N(CCc2ccccc2)C1 (centres undefined) | -2 | -1.4 | -6 | -1.8 | 2 | 0.7 | -4 | 2 | -6 | -1.0
CCCC(C)NC(=O)c1ccc(C2SCC(=O)N2Cc2ccco2)cc1 (centres undefined) | 56 | 1.0 | 3 | 0.2 | -56 | 2.0 | 0 | -5 | -3 | 0.3
Cc1n[nH]c(C)c1CCC(=O)N/N=C/c1c[nH]c2ccccc12 | 0 | -0.1 | -5 | 0.9 | 0 | 2.1 | 3 | 2 | · | -0.1
O=C1C2C3C=CC(C3)C2C(=O)N1c1nccs1 (centres undefined) | -19 | -2.4 | 3 | -0.9 | 19 | 2.1 | -2 | · | · | 0.5
Cc1ccc2c(c1)N=C(c1ccc(Cl)cc1)CO2 | -4 | -0.2 | -1 | 0.0 | 4 | 1.7 | -3 | 11 | 72 | 2.2
Cc1ccc(N=C2SC(C(=O)NCCc3ccccc3)CC(=O)N2C)cc1C (centres undefined) | 8 | -0.1 | 8 | -2.5 | -8 | -0.3 | 4 | 0 | -6 | 0.3
O=C(NC(=S)Nc1ccc(S(=O)(=O)Nc2ccccc2)cc1)C1CC1 | -1 | 1.2 | 0 | 0.0 | 1 | 2.8 | -1 | 0 | 6 | 0.7
O=C(COC(=O)c1ccccc1)NCC1CCCO1 (centres undefined) | -1 | -1.4 | -1 | 1.1 | 1 | 0.7 | 3 | · | 8 | 0.5
Cc1ccc(N/C(=N/S(=O)(=O)c2cccs2)c2ccccc2)c(C)c1 | 27 | -0.3 | 1 | -3.3 | -27 | 3.9 | -6 | -6 | -9 | 2.6
Cc1ccccc1NC(=O)Cn1c(C)nc2ccc(N)cc2c1=O | -37 | 2.0 | -3 | -0.3 | 37 | -0.6 | -1 | · | -7 | -1.4
COc1ccc(S(N)(=O)=O)cc1C(=O)OCC(=O)NC(C)(C#N)C1CC1 (centres undefined) | -20 | -0.5 | 18 | -0.1 | 20 | 2.3 | · | -1 | 1 | 0.6
COc1ccc(-n2nc([N+](=O)[O-])c(=NC3CCN(Cc4ccccc4)CC3)n2O)cc1 | 4 | 4.6 | -2 | -2.4 | -4 | 2.3 | 0 | -3 | -10 | 6.1
CCOc1ccc(CCNC(=O)c2c(C)noc2C)cc1OCC | 11 | 2.8 | -5 | -1.0 | -11 | 2.7 | -6 | -1 | 6 | 2.5
Cc1cc(C)c2cc(CN(CCO)C(=O)NC3CCCCC3)c(=O)[nH]c2c1 | 1 | -1.6 | 9 | -3.1 | -1 | 1.9 | -2 | 2 | -13 | 1.3
O=C(CN1CCN(Cc2ccccc2)CC1)Nc1ccc(Cl)cn1 | 15 | 0.2 | 0 | -0.8 | -15 | 0.3 | -5 | -3 | · | 2.5
COc1cc(-c2nc3sc(C)c(C)c3c(=O)o2)cc(OC)c1OC | 20 | 0.0 | -12 | 0.3 | -20 | -1.0 | -3 | 0 | 25 | -2.0
NS(=O)(=O)c1cc(C(=O)OCCNC(=O)c2ccccc2)c(Cl)cc1Cl | 18 | -1.2 | 3 | -1.7 | -18 | 3.9 | · | -2 | · | -1.1

Bioassay records as filed in PubChem BioAssay.
